LYP inh 2 – blocks human PTPN22 phosphatase activity. 96,000 tested, 0.21% active. inhibition, % at 2 µM. Q9Y2R2. recombinant LYP catalytic domain, DiFMUP fluorescence. AID 640;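 active = inhibition at 2 µM at or above a set limit, the screen mean plus 3 SD, cut at about 24% in these data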;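 note: 0% = DMSO with enzyme and 100% = enzyme fully blocked by orthovanadate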
Calb biofilm kill – kills Candida albicans biofilms. C. albicans biofilm + clotrimazole, Alamar Blue. inhibition, % at 6 µM. 85,000 tested, 0.14% active. AID 834;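 active = inhibition above 20%; inactive = inhibition below 20%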;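 note: preformed 24 hr biofilms exposed to compound for 48 hr; 0% = biofilm without compound and 100% = blank killed by clotrimazole plus chlorhexidine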
F-actin modifier – modifiers of cytoskeleton assembly. inhibition, % at 2 µM. HUVEC TNFa F-actin phalloidin imaging, high content. AID 836. 91,000 tested, 0.18% active;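 active = inhibition above the batch mean plus 3 SD and confirmed as a hit by visual image inspection, cut at about 30% in these data, passing the limit was not always enough; inconclusive = above the inhibition threshold but rejected on visual inspection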; note: strong numbers were not always called active
Smad3 inh – inhibitors of human Smad3 transcription factor binding. P84022. TR-FRET Smad3/Dy647-FoxH1 peptide binding, europium anti-His. inhibition, % at 25 µM. 88,000 tested, 0.29% active;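 active = compounds that reduce the energy-transfer binding signal between the protein and its labelled peptide by more than half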;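 note: 0% = Smad3 plus labelled peptide maximal FRET and 100% = peptide-only background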
Target sequence (P84022 whole entry, looked up): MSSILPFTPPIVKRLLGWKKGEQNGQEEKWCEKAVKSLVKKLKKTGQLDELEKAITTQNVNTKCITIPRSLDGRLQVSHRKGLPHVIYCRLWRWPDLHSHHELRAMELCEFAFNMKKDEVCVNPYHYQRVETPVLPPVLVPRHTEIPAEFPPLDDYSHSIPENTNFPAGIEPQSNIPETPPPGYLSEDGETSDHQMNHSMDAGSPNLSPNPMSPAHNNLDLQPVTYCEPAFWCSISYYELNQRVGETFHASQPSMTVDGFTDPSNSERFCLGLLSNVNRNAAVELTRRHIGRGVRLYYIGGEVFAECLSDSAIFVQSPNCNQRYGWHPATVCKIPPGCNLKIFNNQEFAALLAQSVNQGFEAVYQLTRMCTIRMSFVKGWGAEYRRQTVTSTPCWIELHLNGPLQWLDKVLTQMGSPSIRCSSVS
MT1-MMP txn act – MT1-MMP promoter transcription activation. HT1080 MT1-MMP promoter luciferase reporter, luminescence, overnight; active compounds read high. activation factor at 10 µM. 86,000 tested, 0.16% active. AID 750;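 active = activation factor of at least 2 for MT1-MMP transcription at 10 µM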
TNFa cytotox – HUVEC cytotoxicity counter-screen, TNF alpha stimulated; HUVEC TNFalpha-stimulated, Hoechst cell count, imaging; cell count reduction, % at 2 µM; 93,000 tested, 0.17% active;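 active = cell count reduction exceeding the screen mean by over 5 SD, scaled to untreated wells per plate, cut at about 78% in these data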;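 note: cells counted after 24 h of TNF alpha exposure following the 1 h pretreatment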
VCAM1 TNFa inh – reduces TNF alpha induced VCAM1 expression in HUVEC; HUVEC TNFa-induced VCAM-1 immunofluorescence, high-content imaging; inhibition, % at 2 µM; 95,000 tested, 0.48% active;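 active = inhibition above the batch mean plus 3 SD, with images confirmed as a hit by eye, cut at about 37% in these data; inconclusive = inhibition above that limit but hit not confirmed in images; inactive = inhibition not above that limit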;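 note: 0% = TNF-stimulated DMSO wells and 100% = unstimulated control wells; not every result past the cut was called active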
HUVEC tox IL1B – HUVEC cytotoxicity counter-screen, IL-1B stimulated. HUVEC cell count loss, Hoechst imaging. cell count reduction, % at 2 µM. 94,000 tested, 0.41% active;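 active = cell count reduction more than 3 SD above the screen-wide mean, cut at about 70% in these data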;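 note: normalized per plate to untreated control cells as the no-loss baseline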
DAT uptake mod – human DAT dopamine uptake with cocaine, either direction; 110,000 tested, 1.3% active; B-score at 10 µM; LLC-PK1 hDAT cells, [14C]-dopamine uptake with cocaine IC80; actives deviate in either direction;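 active = Z score or B-score, a plate-position-corrected score, falls beyond the plate's 99.7% confidence bounds, in either direction; inactive = both scores lie inside the 99.7% bounds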;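 note: scored against the spread of the other compound wells on the same plate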
Target sequence (Q01959 whole entry, looked up): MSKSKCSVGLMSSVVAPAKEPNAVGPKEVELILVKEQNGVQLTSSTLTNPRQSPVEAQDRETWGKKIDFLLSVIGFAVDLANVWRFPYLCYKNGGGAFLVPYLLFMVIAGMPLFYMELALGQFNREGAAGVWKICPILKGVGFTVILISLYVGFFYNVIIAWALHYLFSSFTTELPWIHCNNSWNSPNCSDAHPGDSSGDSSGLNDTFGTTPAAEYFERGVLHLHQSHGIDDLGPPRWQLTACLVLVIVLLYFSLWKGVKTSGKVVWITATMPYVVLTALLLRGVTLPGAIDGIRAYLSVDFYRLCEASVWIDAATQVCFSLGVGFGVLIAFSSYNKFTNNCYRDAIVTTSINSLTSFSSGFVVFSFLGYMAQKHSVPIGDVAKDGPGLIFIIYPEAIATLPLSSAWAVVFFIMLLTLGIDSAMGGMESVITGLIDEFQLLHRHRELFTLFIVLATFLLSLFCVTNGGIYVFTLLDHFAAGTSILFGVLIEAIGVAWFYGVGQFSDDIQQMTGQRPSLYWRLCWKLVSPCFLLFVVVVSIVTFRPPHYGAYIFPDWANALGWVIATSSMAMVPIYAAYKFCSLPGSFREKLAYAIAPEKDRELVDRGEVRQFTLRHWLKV
* hit, by the source's call; ? = inconclusive; / = no result given; [ ] = remark or other dose. These rows are one share of the data; rates above refer to the full screens.

SMILES	LYP inh 2	Calb biofilm kill	F-actin modifier	Smad3 inh	MT1-MMP txn act	TNFa cytotox	VCAM1 TNFa inh	HUVEC tox IL1B	DAT uptake mod
COC(=O)c1ccc(Oc2nc(N3CCCCC3)nc(N3CCOCC3)n2)cc1	-10	2	-5	-10	1.1	-1	4	10	-0.17
Cc1nn(-c2nc3ccccc3s2)c(C)c1Oc1ccccc1O	/	-1	/	14	1.6	/	/	/	0.76
CC(=O)Nc1ccc(S(=O)(=O)Nc2ccc(N3CCOCC3)cc2)cc1	-1	8	-7	-2	1.1	-14	21	4	0.09
CCOCCCN1C(=O)CN(C2CCCCC2)C(=O)C1c1ccc(OC)c(OC)c1 (stereo unspecified)	-11	6	0	27	1	-16	-8	-4	-1.7
CCOCCCNC(=O)Cc1c(C(=O)O)[nH]c2ccc(Cl)cc12	-5	/	-11	/	1.1	-11	16	-43	0.44
O=C(O)CCCC(=O)Nc1ccc(C(=O)N2CCCCC2)cc1	11	2	14	-11	1.1	-12	5	-20	-0.05
COCc1[nH]nc2c1C(c1cc(OC)c(O)c(OC)c1)C(C#N)=C(N)O2 (stereo unspecified)	/	-1	/	-12	1.1	/	/	/	-0.25
COc1ccc(OC)c(NC(=O)C2CCCN2C(=O)OCc2ccccc2)c1 (stereo unspecified)	/	5	/	-2	1.1	/	/	/	1.1
Cc1ccc(S(=O)(=O)NCCC(=O)N2CCCCC2)cc1	-6	3	-2	2	1	-1	-1	13	/
O=C(Nc1ccccc1N1CCCC1)c1cccnc1Cl	5	7	1	2	1.3	-23	-6	-28	-1.7
CCOc1ncccc1C(=O)OCC(=O)Nc1c(C)cc(C)cc1C	9	5	17	-7	1.1	-17	-13	-20	-0.25
COC(=O)c1ccc(C2C(C(C)=O)=C(O)C(=O)N2CCO)cc1 (stereo unspecified)	-10	1	9	-8	1.2	4	-2	-11	-0.7
CN(C)c1oc(-c2ccccc2)nc1C#N	-2	/	33	/	/	-9	-24	8	-0.6
O=C(Nc1nc(-c2ccco2)c(-c2ccco2)s1)C1CC(=O)N(c2ccc3c(c2)OCCO3)C1 (stereo unspecified)	/	1	/	-9	1.2	/	/	/	-0.0079
Cc1cc(C)c(S(=O)(=O)NCCn2ccc3ccccc32)c(C)c1	6	3	5	2	/	-19	7	17	-0.021
Cc1cc([N+](=O)[O-])ccc1NCc1cccc2ccccc12	-5	/	-18	/	/	-4	-8	1	-1.4
COC(=O)CSc1cc(C)nc2ccc(OC)cc12	1	-3	0	15	1.1	5	0	10	-0.14
COc1ccccc1N1CCN(C(=O)CCn2c(=O)[nH]c3ccccc3c2=O)CC1	-3	4	11	-14	1.2	-11	2	0	2
Nc1ccc2oc(=O)c3ccccc3c2c1	-3	-4	20	-1	1.6	-14	2	-5	/
O=C(Nc1ccc2c(c1)OCO2)c1c(F)c(F)c(F)c(F)c1F	-3	3	-23	-2	1	-15	12	0	-0.0032
c1ccc2cc(OCCN3CCCC3)ccc2c1	-20	3	/	4	1	-33	-8	-53	0.53
COC(=O)CSc1nc2ncc(Cl)cc2[nH]1	1	-2	-9	2	1.3	7	22	-16	-0.19
CN(CCNC(=O)C1CCN(S(=O)(=O)c2cnc[nH]2)CC1)Cc1ccccc1	-6	5	-3	1	1.2	-30	17	-10	-0.0039
CCCCOc1ccccc1NC(=O)c1ccc(=O)[nH]c1	8	-4	-2	3	1.1	7	15	13	-0.65
C(/C=C/c1ccco1)=N/N1CCN(c2ccccc2)CC1	4	10	28	7	1.6	-28	12	5	-0.14
O=C(c1ccco1)N1CCN(C(=O)c2nn3cccnc3c2Cl)CC1	6	4	8	14	1	26	8	-10	0.37
COc1ccc(Nc2nc(N3CCCCC3)c3ccccc3n2)cc1	9	/	-4	/	/	-11	-10	2	-1.1
COc1ccc(-c2nn(-c3ccccc3)cc2C(=O)Nc2nc(CC(C)=O)ns2)cc1	4	4	-13	3	1.2	-22	11	-31	-0.71
Fc1ccc(CSc2nc3ncc(Br)cc3[nH]2)cc1	1	3	-13	3	1.3	3	-8	19	-0.15
CCOC(=O)CNC(=O)c1cccnc1	1	4	13	2	1.2	0	-6	9	-1.3
O=C(CCN1C(=O)c2ccccc2C1=O)Nc1cc(F)ccc1F	5	4	7	15	1	-9	18	-27	-0.045
C=CCNc1nnc(SCC(=O)N2CCCCC2)c2ccccc12	/	7	/	0	1.2	/	/	/	0.94
COc1ccc(NC(=O)c2cccnc2Nc2ccc(OC)cc2)cc1	-18	7	-4	-12	1.2	-19	10	-11	-0.12
Cc1cc(OC(C)C(=O)N/N=C/CC(C)c2ccccc2)ccc1Cl (stereo unspecified)	11	/	4	/	/	-4	-6	-3	0.0035
O=C(CSc1nnc(-c2ccncc2)o1)Oc1ccccc1	0	-1	-10	-2	1.2	6	10	-33	-1.6
COC(=O)CSc1ccccc1C(=O)OC	6	9	26	8	1	-38	17	10	0.017
O=C(COC(=O)CNC(=O)c1ccco1)Nc1ccc(Cl)cn1	3	5	-3	1	1.1	-16	4	9	-0.45
CCOC(=O)CSc1nn(C)c(=S)s1	0	10	3	-3	1.1	-10	10	-23	0.16
Cc1ccc(-c2csc3nnc(SCc4csc(C)n4)n23)cc1	-1	12	-21	10	1	-6	18	-13	-0.035
Cc1noc(C)c1S(=O)(=O)N1CCCC(C(=O)Nc2ccc(Cl)cn2)C1 (stereo unspecified)	6	/	-33	/	1.1	3	-6	14	0.75
CCOc1cc(CNn2nnnc2N)cc(Cl)c1OCC(=O)NC(C)(C)C	8	2	-4	6	1	0	6	-25	0.7
Cc1cccc(C)c1NC(=O)CNc1ccccc1	-9	8	1	2	0.8	-3	0	-29	0.45
CCCCCc1c(C)nc(Nc2ccccc2)[nH]c1=O	-4	1	-11	-4	1.1	-32	6	0	-0.022
COc1cccc(CNC(=O)C(=O)NCC2CCCO2)c1 (stereo unspecified)	-4	9	?	9	1.1	/	/	1	0.0082
COc1ccc(OC)c(C2C3CN(C(C)C)CC=C3C(C#N)=C(N)C2(C#N)C#N)c1 (stereo unspecified)	-2	3	17	-3	1.3	/	/	-29	-1.5
CCOc1ccc(S(=O)(=O)Nc2ccc(S(=O)(=O)N3CCOCC3)cc2)cc1	-3	3	0	-1	1.2	/	-25	5	0.45
C=C(C)Cn1c(C(C)NC(=O)CCC)nc2ccccc21 (stereo unspecified)	/	0	/	3	1.1	/	/	/	-0.22
CC(C)(C)C(=O)C(Oc1cccc2nonc12)n1cncn1 (stereo unspecified)	-4	5	-9	5	1.3	-14	0	-14	-0.51
Cn1c(=O)c(C(=O)Nc2ncccn2)c(O)c2ccccc21	/	0	/	9	1.7	/	/	/	0.34
Cc1cc(N2CCN(C(=O)c3ccco3)CC2)nc(-c2ccccc2)n1	/	10	/	16	1	/	/	/	-0.52

Arranged by value in DAT uptake mod (ascending): 3 of the compounds above
Compound	LYP inh 2	F-actin modifier	Smad3 inh	MT1-MMP txn act	VCAM1 TNFa inh	DAT uptake mod
COC(=O)c1ccc(Oc2nc(N3CCCCC3)nc(N3CCOCC3)n2)cc1	-10	-5	-10	1.1	4	-0.17
COC(=O)CSc1cc(C)nc2ccc(OC)cc12	1	0	15	1.1	0	-0.14
O=C(c1ccco1)N1CCN(C(=O)c2nn3cccnc3c2Cl)CC1	6	8	14	1	8	0.37

(next part)
SMILES	LYP inh 2	Calb biofilm kill	F-actin modifier	Smad3 inh	MT1-MMP txn act	TNFa cytotox	VCAM1 TNFa inh	HUVEC tox IL1B	DAT uptake mod
O=[N+]([O-])c1ccc(N2CCN(S(=O)(=O)c3ccc(Cl)cc3)CC2)cc1NCc1cccnc1	24*	/	-3	/	/	-13	-5	3	0.18
CSc1nc(N2CCOCC2)c2c3c(sc2n1)CCC3	4	2	18	-3	1.2	-29	10	6	-0.034
CCN(CC)C(=O)c1sc(NC(=O)c2ccco2)c(C#N)c1C	7	1	12	-16	1.1	-16	7	6	0.098
Cc1nc2c(Br)c3nc(C(F)(F)F)[nH]c3c(Br)c2[nH]1	-8	-5	-12	3	0.9	-8	2	3	-0.14
O=C(Cc1c(F)cccc1Cl)NCCCn1ccnc1	4	/	1	/	/	-1	4	-37	-0.17
CCOC(=O)c1sc2nc(C)c3c(c2c1N)CC(C)(C)OC3	-12	1	10	-23	0.9	-17	7	-2	-0.37
COC(=O)C1C(=O)CC(C)(O)C(C(=O)OC)C1c1ccccc1F (stereo unspecified)	-6	6	8	4	1	-33	20	-8	-0.77
FC(F)Sc1ccc(N=C2NN=C(c3ccc4c(c3)OCCO4)CS2)cc1	10	-2	33	-7	1.5	-7	2	-4	0.85
CCC(Sc1nc2cc3c(cc2c(=O)n1Cc1ccco1)OCO3)C(=O)NCCOC (stereo unspecified)	-5	8	13	-4	1.2	2	-6	-1	0.25
Cc1ccc(-c2nnc(-c3cccc(Br)c3)o2)cc1	/	1	/	6	1.8	/	/	/	-0.021
CCOC(=O)N1CCN(C(=O)c2ccccc2NC(=O)c2ccc(OC)cc2)CC1	6	5	-16	7	0.9	21	11	12	0.71
CC(=O)c1cccc(NC(=O)c2ccc(N(Cc3ccccc3C)S(C)(=O)=O)cc2)c1	-2	0	12	8	1.2	-27	10	2	-0.047
CCOC(=O)CC1=Nc2ccccc2NC(=O)C1	9	6	/	7	1.1	/	/	/	0.016
COc1ccccc1CNC(=O)CCNC(=O)Cn1cnc2ccccc2c1=O	-2	6	-2	-13	1.1	-16	15	-28	-0.2
O=C(O)c1ccccc1COc1ccccc1Cl	-5	8	21	-7	1.1	-23	8	-22	1.1
Cc1coc(C)c1C(=O)CC1(O)C(=O)N(Cc2ccccc2)c2ccccc21 (stereo unspecified)	-3	7	/	11[fluorescence artefact?]	1	/	/	-17	0.49
COc1ccc(S(=O)(=O)N2CCN(S(=O)(=O)c3ccc4c(c3)OCCO4)CC2)cc1C	-6	-2	-5	4	/	76	-14	-8	1.5
CC(C)NC(=O)CN(C)S(=O)(=O)c1ccc(F)cc1	10	5	45	4[fluorescence artefact?]	1.1	-6	5	0	0.17
Cn1c(SCC(=O)Nc2ccccc2F)nnc1-c1cc2ccccc2o1	0	4	-7	-76[fluorescence artefact?]	1.1	/	0	-8	-0.85
COC(=O)C1=C(C)N(CC(C)C)C(=O)/C1=C\c1cccs1	8	4	11	-15	1	-12	-8	-11	-0.33
Cc1ccc(-c2[nH]nc3c2C(c2ccccc2OC(=O)N2CCOCC2)C(C#N)=C(N)O3)cc1 (stereo unspecified)	3	6	-10	-10	1.2	5	5	-2	/
C=CCN(C#N)c1nc(OC)nc(N2CCCC2)n1	-7	4	-14	-1	0.9	-15	10	-11	0.1
Cn1cc([N+](=O)[O-])c(C(=O)Nc2nc(-c3ccc(Cl)cc3)cs2)n1	-11	/	10	/	/	29	30	-10	-0.26
Cc1ccnc2nc(C(=O)Nc3nccs3)nn12	-4	/	2	/	/	-14	-9	-1	/
CCOC(=O)C[n+]1c(C)ccc2c1CCC2	-9	8	4	9	1.2	/	-22	-40	-0.62
CN1CCc2nc(SCCOc3ccccc3)c(C#N)cc2C1	3	9	2	5	1.5	-31	8	-31	1.2
CC(C)(C)n1nnnc1CN1CCC(NC(=O)NC2CCCCC2)CC1	3	9	-1	1	1.1	-12	12	-4	0.057
CCCCN(CCCC)C(=O)CCS(=O)(=O)c1ccc2c(c1)n(C)c(=O)c(=O)n2C	8	-2	0	-11	1.1	-6	-6	-42	-0.46
Cc1cc(C)cc(NC(=O)N2CCC(NC(=O)c3ccc(F)cc3)CC2)c1	4	0	-20	2	1.1	33	-19	2	1.1

Screening results deposited in PubChem by several laboratories.
